MmCpn inh – Inhibitors of TCP-1 ring complex (TRiC) of Methanococcus maripaludis (MmCpn): qHTS; Chaperonin Mm-Cpn (Methanococcus maripaludis); purified Mm-Cpn ATPase, ADP Transcreener TR-FRET; Potency, µM (titrated, usually from 76.9 µM), for the others: top-dose activity, negative = inhibition, most hits filed as inhibitors; actives 0.031% (n = 330,000); further: potency means the concentration at half of the fitted maximal effect; on the % scale 0 is the no-effect control and ±100 the full control effect; nearly all actives have a fitted effect of over 80% in size
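ATP (10 uM final) was added to archaeal chaperonin (25 nM final) after 10 min exposure to test compound at 37°C; after 30 min further incubation, ADP was detected by competitive TR-FRET.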
EPAC2 agonist – qHTS for Agonist of cAMP-regulated guanine nucleotide exchange factor 4 (EPAC2): primary screen; AID 720711, 2013; EPAC2 activation, biochemical qHTS; response scale: 100% = 6.5 mM cAMP response; Potency, µM (doses to about 154 µM), inactives show top-dose activation, most hits filed as activators; Rap guanine nucleotide exchange factor 4 (Homo sapiens), Q8WZA2; actives 0.079% (n = 360,000); further: potency means the concentration at half of the fitted maximal effect; nearly all actives have a fitted effect of over 50% in size
Target sequence (Q8WZA2 whole entry, looked up): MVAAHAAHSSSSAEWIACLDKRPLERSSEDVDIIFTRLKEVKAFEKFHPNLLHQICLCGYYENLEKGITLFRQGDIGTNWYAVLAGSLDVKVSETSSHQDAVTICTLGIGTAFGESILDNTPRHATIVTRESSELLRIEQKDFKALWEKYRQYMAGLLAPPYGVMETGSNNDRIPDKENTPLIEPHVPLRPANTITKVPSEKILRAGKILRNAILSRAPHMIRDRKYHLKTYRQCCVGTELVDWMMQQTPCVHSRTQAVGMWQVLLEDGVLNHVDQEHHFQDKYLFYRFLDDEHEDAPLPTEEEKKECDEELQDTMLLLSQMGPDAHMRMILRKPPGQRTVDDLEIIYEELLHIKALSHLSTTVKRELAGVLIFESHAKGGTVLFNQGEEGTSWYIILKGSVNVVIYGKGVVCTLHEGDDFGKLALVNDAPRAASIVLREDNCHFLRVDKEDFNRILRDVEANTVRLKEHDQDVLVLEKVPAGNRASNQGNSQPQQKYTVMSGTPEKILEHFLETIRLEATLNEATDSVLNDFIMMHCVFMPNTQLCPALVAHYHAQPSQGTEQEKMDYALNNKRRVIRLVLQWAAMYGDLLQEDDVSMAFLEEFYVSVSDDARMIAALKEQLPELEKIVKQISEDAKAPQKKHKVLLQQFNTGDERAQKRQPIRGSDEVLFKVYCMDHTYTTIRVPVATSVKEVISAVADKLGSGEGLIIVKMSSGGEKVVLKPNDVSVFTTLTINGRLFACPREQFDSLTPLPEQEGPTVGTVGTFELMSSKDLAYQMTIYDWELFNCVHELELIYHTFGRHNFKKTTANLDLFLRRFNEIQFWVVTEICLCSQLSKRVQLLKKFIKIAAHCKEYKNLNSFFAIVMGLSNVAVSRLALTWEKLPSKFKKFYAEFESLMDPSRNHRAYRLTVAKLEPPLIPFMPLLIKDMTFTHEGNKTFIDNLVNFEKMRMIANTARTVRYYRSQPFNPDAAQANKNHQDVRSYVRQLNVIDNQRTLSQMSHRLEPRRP
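Exchange assay: 100 nM EPAC2 with 250 nM Rap1B-BODIPY-GDP and 50 uM GDP. Fluorescence (ex 480/em 540 nm) read every 5 min for 30 min at room temperature. Data normalized to 6.5 mM cAMP as agonist control.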
Nrf2 activator – qHTS of Nrf2 Activators. Potency, µM (titrated, usually from 46.1 µM), for inactives: at the highest dose activation, most hits filed as activators. actives 0.31% (n = 410,000). AID 624171, 2012. AREc32 ARE-luciferase reporter (MCF7-derived line), luminescence, 24 h; further: potency means the concentration at half of the fitted maximal effect; % of control where 0% means no effect; nearly all actives have a fitted effect of over 65% in size
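AREc32_Fluc, 1000 cells/well, OPTI-MEM + 5% FBS, o/n 37 deg C 5% CO2; 23 nL cpd by pin tool, 24 hr; Steady-Glo 30 min RT, luminescence.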
CCT modulator – High-Throughput Screening for Modulators of Cytosolic Chaperonin Activity; actives 0.3% (n = 360,000); purified chaperonin ATPase assay, HTRF ADP detection, 30 min; activity change, % (test concentration not listed), hits read low; in the data active means activity change below about -30%; further: on the % scale 0 is the no-effect control and ±100 the full control effect
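We incubate TRiC, 40 or 20 nM final, with library compounds at 76 uM and 10 uM ATP for 30 min at 37 °C. ADP formed is detected with Transcreener HTRF reagents after 30 min at room temperature.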
Nrf2 block – Nrf2 qHTS screen for inhibitors | A549 ARE-Fluc reporter, luciferase luminescence, 18-24 h | Potency, µM (top dose mostly 46 µM), inactives show top-dose activity change, negative = inhibition, hits mostly inhibitors | actives 2.1% (n = 360,000) | AID 504444, 2011; further: potency means the concentration at half of the fitted maximal effect; on the % scale 0 is the no-effect control and ±100 the full control effect; nearly all actives have a fitted effect of over 60% in size
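Two sequential reads on A549 ARE_Fluc cells exposed to compound for 18-24 h: a CellTiter-Fluor fluorescence read for viability, then a luciferase luminescence read for Nrf2/ARE activity.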
A549 tox – Nrf2 qHTS screen for inhibitors: counterscreen for cytotoxicity | Potency, µM (top dose mostly 46 µM), for inactives: top-dose activity change, negative = cytotoxicity, most hits filed as inhibitors | actives 0.16% (n = 390,000) | A549 ARE-Fluc cells, CellTiter-Fluor viability, 18-24 h | AID 504648, 2011; further: potency means the concentration at half of the fitted maximal effect; on the % scale 0 is the no-effect control and ±100 the full control effect
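Cytotoxicity counterscreen: CellTiter-Fluor fluorescence was measured in A549 ARE_Fluc cells after 18-24 h of compound exposure in a concentration series. The subsequent BugLite luminescent read reports ARE-luciferase activity.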
Akt phos inh – HTS Assay for Inhibitors of Akt Phophorylation: Primary Screen; activity change, % for hits at 50 µM; actives 0.32% (n = 360,000); Neuro2A IGF-stimulated pAkt S473 HTRF, 20 min; hits give low values; in the data active means activity change below about -80%; inconclusive means mostly about -51% to -80%; further: on the % scale 0 is the no-effect control and ±100 the full control effect
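Neuro2A cells (4,500/well, DMEM with 0.5% FBS) were treated with compound at a single 50 µM final concentration, stimulated with 6 nM IGF for 20 min at 37 °C, and lysed. Phospho-Akt Ser473 was read by HTRF as 665/615 ratio ×10^4.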
TGFb inhibitor – qHTS for Inhibitors of TGF-b. HepG2 CAGA-GFP TGF-b/SMAD3 reporter, GFP fluorescence, 18 h; TGF-beta stimulated, 500 pg/mL final. Potency, µM (titrated, usually from 46.1 µM), inactives show top-dose activity, negative = inhibition, usual class: inhibitors. actives 1.2% (n = 410,000); further: potency means the concentration at half of the fitted maximal effect; on the % scale 0 is the no-effect control and ±100 the full control effect; nearly all actives have a fitted effect of over 65% in size
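HEPG2 CAGA-GFP cells (1000/well, DMEM with 1% FBS) were pre-incubated 2 h at 37 degrees C, given compound by pin tool, then stimulated with TGF-beta at 500 pg/mL final for 18 h before per-cell GFP fluorescence imaging.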
EPAC2 antagonist – qHTS for Antagonist of cAMP-regulated guanine nucleotide exchange factor 2 (EPAC2): primary screen; actives 0.18% (n = 360,000); Potency, µM (top dose mostly 114 µM), for the others: at the highest dose activity, negative = inhibition, hits mostly inhibitors; EPAC2 GEF exchange of Rap1B-BODIPY-GDP, fluorescence; Rap guanine nucleotide exchange factor 4 (Homo sapiens), Q8WZA2; further: potency means the concentration at half of the fitted maximal effect; on the % scale 0 is the no-effect control and ±100 the full control effect; nearly all actives have a fitted effect of over 45% in size; many of its hits are not listed in these tables
* = called active by the depositor; i = inactive; ? = inconclusive; · = no result given; [ ] = dose if it differs, or a comment. Unless noted, the call rests on the fitted dose curve; in most records, active means well fitted curve in the direction sought with a large enough effect; inconclusive means small, poorly fitted or top-dose-only effect, or another doubt; inactive means no such curve, though single readings can be large; an effect the other way counts as inactive or inconclusive.

SMILES	MmCpn inh	EPAC2 agonist	Nrf2 activator	CCT modulator	Nrf2 block	A549 tox	Akt phos inh	TGFb inhibitor	EPAC2 antagonist
CCCN=C1N(C)C[C@@H]2[C@@H]3C(=O)N(Cc4ccccc4)C(=O)[C@@H]3[C@](CC)(C(=O)OC)N12	-1%	13%	0.0%	-4.5	10%	2%	i	-2%	9%
Cc1c(Cl)cccc1-n1ncc(C(=O)N2CCN(C)CC2)c1C1CCN(C(=O)OC(C)(C)C)CC1	·	·	-0.9%	·	28%	5%	·	-6%	·
Cc1ccc(NC(=O)CCC(=O)NNC(=O)COc2cccc3ccccc23)c(C)c1	-3%	0%	2.0%	2.5	?	-3%	i	?	21%
Cc1nnc(NNS(=O)(=O)c2ccc(Cl)cc2)[nH]c1=O	-1%	2%	0.0%	-3.6	0%	-16%	i	-25%	2%
COc1ccc(OC)c(S(=O)(=O)Nc2c(C)cccc2C)c1	1%	14%	-0.3%	0.7	-9%	4%	i	0%	11%
COc1ccc(Nc2ccc3cc(S(=O)(=O)N4CCCC4)ccc3n2)cc1OC	·	·	5.3%	·	-7%	-1%	·	41%[activator]	·
CCC(=O)Nc1nnc(-c2ccccn2)o1	-1%	-4%	-1.2%	-0.4	1%	-4%	i	-15%	0%
CCOC(=O)c1sc(NC(=S)NC(=O)c2ccc(OC)cc2)nc1C	-8%	10%	0.0%	-52*	1%	-1%	i	-12%	1%
Cc1cc(C)c(Cn2c(=O)n(CCCC(=O)NCc3ccc4c(c3)OCO4)c(=O)c3sccc32)c(C)c1	·	·	0.4%	·	-2%	4%	·	-16%	·
COc1ccc(C(C)(C)C)cc1NC(=O)CSc1ncn[nH]1	0%	0%	0.1%	-1.0	?	-2%	i	6%	3%
Cn1c(CC(=O)Nc2ccccc2Cl)nnc1SCC(=O)Nc1nncs1	-1%	18%	1.4%	1.0	6%	-4%	i	-4%	1%
C/C(CC(=O)Nc1cc(C)ccn1)=N\NC(=O)c1ccncc1	0%	11%	-0.8%	-3.3	10%	8%	i	4%	7%
CC1=C(C(=O)OC(C)C)C(c2ccc(N(C)C)cc2)C2=C(CC(C)(C)CC2=O)N1 (stereo not given)	0%	5%	0.1%	-3.2	?	-2%	i	3%	0%
O=C(N/N=C/c1ccc(OCC(=O)N2CCCCC2)cc1)c1ccccc1O	-1%	10%	9.0%	-0.9	2%	6%	i	-4%	-9%
CN(Cc1nccs1)C(=O)c1ccc(OC2CCN(CCc3ccccc3)CC2)cc1	-4%	2%	0.3%	-1.4	-19%	?	i	-6%	3%
C/C(=N/NC(=O)c1cccs1)c1ccco1	2%	-5%	13µM*	-0.9	28%	1%	i	?	6%
O=C(/C=C/c1ccc(F)cc1)NC(=S)N1CCN(Cc2ccccc2)CC1	-1%	9%	0.5%	-2.0	-6%	0%	i	-6%	-4%
COc1cc(OC)cc(C(=O)N[C@H](C(=O)OCC(=O)N2CCc3ccccc32)C(C)C)c1	2%	6%	0.3%	-0.8	4%	0%	i	-28%	0%
CCOC(=O)C(Cc1ccccc1)NC(=O)CCC(=O)c1ccc(OC)cc1 (stereo not given)	1%	5%	-0.4%	0.5	15%	14%	i	-6%	-1%
COCCn1cc(C(=O)c2ccccc2OCC(=O)Nc2cc(C)on2)cc(C#N)c1=O	0%	-1%[15.6 µM]	-0.5%	0.1	1%	0%	·	0%	0%
CCC(=O)NC1(C(F)(F)F)C(=O)Nc2c1c(=O)n(C)c(=O)n2C (stereo not given)	-1%	-1%	-0.6%	-0.9	3%	0%	i	0%	8%
N#Cc1nc(COc2ccccc2)oc1N1CCCC1	-2%	18%	4.6%	-0.2	4%	9%	i	6%	-3%
COc1ccc(S(=O)(=O)N2CCC3CC2c2cc(-c4ccc5c(c4)OCO5)ccc23)cc1 (stereo not given)	·	12%	0.1%	-0.7	·	·	i	-11%	9%
COc1ccc(C2=CN(Cc3ccccc3)CCC2=O)cc1	-1%	2%	7.6%	0.1	-27%	0%	i	-10%	23%
CC(C)(C)OC(=O)N1CCC(c2c(C(=O)NCCc3ccccc3)cnn2-c2ccc(F)cc2F)CC1	·	·	0.0%	·	?	-9%	·	?	·
Other compounds follow.
SMILES	MmCpn inh	EPAC2 agonist	Nrf2 activator	CCT modulator	Nrf2 block	A549 tox	Akt phos inh	TGFb inhibitor	EPAC2 antagonist
O=C(NCCc1c[nH]c2ccccc12)c1[nH]c(C(F)(F)F)nc1-c1ccccc1	·	15%	6.3%	-0.3	·	·	i	-7%	1%
CNCc1ccc(OCc2ccccc2)c(OC)c1	2%	1%	0.6%	-4.1	18%	11%	i	12%	3%
CC(C)NC(=S)n1cc(C(=O)c2cc(Cl)cc(Cl)c2O)cn1	-9%	0%	0.3%	0.9	23%	2%	i	-9%	-30%
Cc1ccc2[nH]c(=O)c(-c3noc(CC(C)C)n3)cc2c1	0%	0%	0.1%	-1.6	0%	-3%	i	-28%	0%
O=C(NCC(=O)N(c1ccccc1)C(C(=O)NC1CCCC1)c1ccncc1)c1cccs1 (stereo not given)	4%	5%	0.1%	-0.1	-1%	1%	i	20%	3%
Cc1[nH]c2ccccc2c1CCN(Cc1cccnc1)C(=S)NC(C)(C)C	-1%	8%	-0.9%	1.5	16%	-6%	i	6%	4%
COc1cc(CN(C)Cc2cccc3ccccc23)cc([N+](=O)[O-])c1O	0%	0%	-0.6%	0.8	3%	-5%	i	1%	-10%
O=C(CN1C(=O)c2cccc([N+](=O)[O-])c2C1=O)OCC(=O)N1CCCCC1	0%	6%	0.3%	5.1	?	5%	i	8%	-12%
Cc1ccc(-c2onc(C)c2C)cc1S(=O)(=O)Nc1ccccn1	·	·	0.2%	·	-22%	-4%	·	-3%	·
COc1ccc(Cn2c(CCC(=O)Nc3cccc(Cl)c3)nc3cccnc32)cc1	·	·	-0.2%	·	0%	-9%	·	-9%	·
CC1CC(C)CN(C(=O)COC(=O)c2ccc3ncsc3c2)C1 (stereo not given)	0%	7%	0.3%	-4.4	?	-1%	i	21%	-8%
COc1ccc(NC(=O)CSc2nc3[nH]c(=O)[nH]c(=O)c3s2)cc1OC	2%	12%	0.5%	-0.7	-3%	0%	i	-5%	10%
Cc1cc(C)cc(N(CC(=O)NCc2ccco2)C(=O)CCC(=O)Nc2nccs2)c1	2%	10%	0.4%	-2.1	3%	4%	i	-21%	5%
CN(C)c1ccc(CNCc2cccnc2)cc1	·	9%	-0.4%	-0.7	5%	1%	i	-16%	-1%
CCOc1cc(CNCc2cccnc2)ccc1OCC(=O)NC(C)(C)C	-1%	6%	-0.1%	-1.7	9%	-2%	i	4%	0%
Fc1ccccc1OCCCn1ccnc1	-1%	1%	1.0%	-0.4	1%	3%	i	3%	11%
CCCN1CCN(C(=S)Nc2ccc3nc(N4CCN(CC)CC4)cc(C)c3c2)CC1	0%	-3%	4.7%	-0.5	6%	-6%	i	-17%	2%
CCc1ccc2cc3c(cc2n1)C(=O)c1ccccc1-3	·	-5%	23%	-0.1	·	·	i	?	6%
CCCS(=O)(=O)N1CCN(C(=O)c2cccnc2)CC1	2%	1%	-0.1%	-0.1	2%	3%	i	-7%	14%
COc1ccc(C(=O)NCc2ccccc2CN2CCCC2)cc1S(=O)(=O)N1CCOCC1	3%	6%	-0.8%	-5.7	2%	-2%	i	-16%	3%
O=C(NC(=S)Nc1ccc(CN2CCOCC2)cc1)c1ccccc1[N+](=O)[O-]	1%	6%	0.0%	-3.8	-18%	3%	i	0%	-3%
Cc1cccc(C)c1NC(=O)CNC(=O)c1c(C)nn(-c2ccccc2)c1C	1%	-4%	0.0%	-8.7	9%	-1%	i	24%	-8%
N#Cc1c(-c2ccccc2)nc(SCc2nc(N)nc(N3CCCCC3)n2)[nH]c1=O	-7%	2%	0.9%	0.2	-30%	-1%	?	-11%	0%
CCOc1cc(-c2cc(-c3ccc(OC)cc3)nc(N)c2C#N)ccc1O	-29%	0%	2.2%	0.1	10%	1%	i	8%	-1%[57.1 µM]
Cc1noc(C)c1S(=O)(=O)N1CCC(C(=O)NC2CCCc3ccccc32)CC1 (stereo not given)	0%	5%	-0.1%	1.8	0%	-5%	i	-7%	16%
CC(/C=N/n1c(C2CCCCC2)n[nH]c1=S)=C\c1ccccc1	0%	9%	-0.7%	0.9	18µM*	·	i	-23%	?
COc1cccc(OC(=O)c2cc3ccccc3oc2=O)c1	-4%	0%	0.7%	-3.3	11%	0%	i	-13%	5%
CC(C)(C)C(=O)Nc1nc(=S)ss1	1%	4%	0.3%	-2.9	?	0%	i	3%	5%
Cc1ccc(C)c(NC(=O)Cn2ncc3c(C)n(Cc4ccc(F)cc4)c(C)c3c2=O)c1	·	·	-1.1%	·	2%	0%	·	-33%	·

3 entries picked at random from those above, as already listed:
SMILES	MmCpn inh	EPAC2 agonist	Nrf2 activator	CCT modulator	Nrf2 block	A549 tox	Akt phos inh	TGFb inhibitor	EPAC2 antagonist
O=C(NCCc1c[nH]c2ccccc12)c1[nH]c(C(F)(F)F)nc1-c1ccccc1	·	15%	6.3%	-0.3	·	·	i	-7%	1%
Cc1ccc(-c2onc(C)c2C)cc1S(=O)(=O)Nc1ccccn1	·	·	0.2%	·	-22%	-4%	·	-3%	·
CCOc1cc(CNCc2cccnc2)ccc1OCC(=O)NC(C)(C)C	-1%	6%	-0.1%	-1.7	9%	-2%	i	4%	0%

Source: PubChem (National Center for Advancing Translational Sciences (NCATS))

Some of the compounds tested (hit frequency here may not be typical).
